# VP16 counter: VP16 counterscreen qHTS for inhibitors of ROR gamma transcriptional activity; Drosophila S2 Gal4-VP16 UAS-luciferase, luminescence, 20 h; actives 3.5% (n = 310,000); Potency, µM (series often up to 53.6 µM), for inactives: at the highest dose activity, negative = inhibition, usual class: inhibitors; AID 2546, 2010;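 also: Gal4-VP16 expression switched on by copper sulfate through the metallothionein promoter; potency is read from the fitted curve at half-maximal effect; % is scaled to controls: 0 for no effect and ±100 for the full control effect; nearly all actives have a fitted effect of over 50% in size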
# Tb PFK inh: qHTS Assay to Find Inhibitors of T. brucei phosphofructokinase. ATP-dependent 6-phosphofructokinase (Trypanosoma brucei brucei), O15648. T. brucei PFK, ADP-Glo luminescence. Potency, µM (series often up to 57.5 µM), for inactives: at the highest dose activity, negative = inhibition, most hits filed as inhibitors. actives 0.17% (n = 330,000). AID 485367, 2010;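 also: potency is read from the fitted curve at half-maximal effect; 0% = uninhibited 1x PFK enzyme wells and -100% = no-enzyme wells; nearly all actives have a fitted effect of over 60% in size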
#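 Activity is normalized to no-enzyme wells (full inhibition) and 1.25 nM enzyme wells (no inhibition). Reaction: 0.5 mM F6P, 0.1 mM ATP, 45 min RT, ADP-Glo luminescence; concentration-response curves fitted and classed by quality.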
# ELG1 genotoxic: qHTS screen for small molecules that induce genotoxicity in human embryonic kidney (HEK293T) cells expressing luciferase-tagged ELG1. HEK293T ELG1-luciferase reporter, luminescence, 16 h. Potency, µM (doses to about 46 µM), without a hit: top-dose activity change, positive = activation, usual class: activators. actives 1.3% (n = 330,000). AID 504466, 2011; also: potency is read from the fitted curve at half-maximal effect; % of control where 0% means no effect; nearly all actives have a fitted effect of over 60% in size
#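 Genotoxic stress is detected as increased luminescence from luciferase-tagged ELG1 in HEK293T cells, measured with ONE-Glo after a 16 hr treatment at 37 °C.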
# Giardia kill: Small Molecules that selectively kill Giardia lamblia: qHTS | Giardia lamblia trophozoite viability | activity change, % at 7.66 µM, hits read low | actives 0.15% (n = 340,000); in the data active = activity change below about -80%; inconclusive = between about -30% and that limit;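 also: parasites exposed to compound for two days anaerobically before the ATP read; % is scaled to controls: 0 for no effect and ±100 for the full control effect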
#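 Anaerobic 48 hrs incubation at 37 deg C of 100 trophozoites/well with test compounds; ATPLite 1-Step luminescence, 15-30 min RT, reports cellular ATP as viability.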
# KCNH2 3.1 inh: qHTS for Inhibitors of KCHN2 3.1: Mutant qHTS; AID 720553, 2013; activity change, % (tested at about 1.8 µM); U2OS KCNH2 3.1, thallium flux FluxOr; active compounds read low; actives 0.95% (n = 340,000);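 active = maximum activity change below -70%; inconclusive = maximum activity change from -70% to -50%; inactive = maximum activity change above -50%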;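 also: thallium influx rate constant from kinetic fluorescence after stimulation buffer; % is scaled to controls: 0 for no effect and ±100 for the full control effect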
#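 Kinetic fluorescence (2 min after stimulation buffer) measures Tl+ influx through KCNH2 3.1 expressed by viral transduction in U2OS cells; the rate constant is normalized against DMSO controls serving as positive and negative references.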
# RORgamma inh: qHTS for inhibitors of ROR gamma transcriptional activity. Drosophila S2 Gal4-RORgamma UAS-luciferase reporter, 20 h. Nuclear receptor ROR-gamma (Mus musculus), P51450. AID 2551, 2010. Potency, µM (series often up to 53.6 µM), without a hit: at the top dose activity change, negative = inhibition, usual class: inhibitors. actives 5.4% (n = 310,000); also: potency is read from the fitted curve at half-maximal effect; % is scaled to controls: 0 for no effect and ±100 for the full control effect; nearly all actives have a fitted effect of over 60% in size
# Target sequence (P51450 whole entry, looked up, the tested form may be a part): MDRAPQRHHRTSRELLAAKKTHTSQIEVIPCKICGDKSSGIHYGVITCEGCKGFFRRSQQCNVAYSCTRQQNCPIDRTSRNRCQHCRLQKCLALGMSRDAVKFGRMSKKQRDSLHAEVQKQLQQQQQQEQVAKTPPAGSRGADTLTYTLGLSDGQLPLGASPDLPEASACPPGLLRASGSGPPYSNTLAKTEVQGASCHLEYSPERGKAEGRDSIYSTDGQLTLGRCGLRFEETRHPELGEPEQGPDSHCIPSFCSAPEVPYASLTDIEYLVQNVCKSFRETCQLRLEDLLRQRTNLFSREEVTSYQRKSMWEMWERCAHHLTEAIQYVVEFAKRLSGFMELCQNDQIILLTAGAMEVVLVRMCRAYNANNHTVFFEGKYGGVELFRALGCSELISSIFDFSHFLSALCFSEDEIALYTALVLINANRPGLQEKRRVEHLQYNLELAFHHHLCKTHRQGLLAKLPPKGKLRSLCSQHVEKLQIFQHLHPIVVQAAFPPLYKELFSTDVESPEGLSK
#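 In this cell-based reporter format, copper sulfate (700 uM final) drives Gal4–ROR gamma fusion expression from a metallothionein promoter in Drosophila Schneider cells; compounds preincubated 1 hr, reporter read after 20 hr at ambient temperature.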
# FLuc counter: qHTS profiling assay for firefly luciferase inhibitor/activator using purifed enzyme and Km concentrations of substrates (counterscreen for miR-21 project); actives 6.9% (n = 360,000); purified FLuc, Km substrates, luminescence inhibition; AID 588342, 2011; Potency, µM (titrated, usually from 57.5 µM), inactives show top-dose activity change, negative = inhibition, most hits filed as inhibitors;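 also: potency is read from the fitted curve at half-maximal effect; plate controls were vehicle for no effect and reference inhibitor for full effect; nearly all actives have a fitted effect of over 55% in size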
# Target sequence (P08659 whole entry, looked up): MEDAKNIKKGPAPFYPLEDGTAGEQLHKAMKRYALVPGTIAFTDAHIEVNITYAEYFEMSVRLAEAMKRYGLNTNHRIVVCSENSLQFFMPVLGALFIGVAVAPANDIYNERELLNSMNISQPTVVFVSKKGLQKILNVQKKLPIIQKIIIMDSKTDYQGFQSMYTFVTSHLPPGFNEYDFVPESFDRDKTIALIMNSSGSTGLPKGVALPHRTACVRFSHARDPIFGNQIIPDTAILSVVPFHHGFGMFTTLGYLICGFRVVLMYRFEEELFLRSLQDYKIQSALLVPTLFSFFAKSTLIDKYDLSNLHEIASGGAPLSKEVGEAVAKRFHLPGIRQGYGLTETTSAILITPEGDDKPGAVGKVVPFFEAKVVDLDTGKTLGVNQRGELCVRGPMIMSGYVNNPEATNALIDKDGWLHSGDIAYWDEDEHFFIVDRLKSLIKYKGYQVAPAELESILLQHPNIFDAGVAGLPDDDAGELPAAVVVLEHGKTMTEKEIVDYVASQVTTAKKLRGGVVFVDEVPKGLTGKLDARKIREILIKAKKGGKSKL
#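 Biochemical qHTS of compounds, final roughly 60 µM downward over six points, against 10 nM purified firefly luciferase using Km concentrations of substrates (10 uM D-luciferin, 10 uM ATP) in Tris acetate pH 7.5 buffer; luminescence output.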
# NPC1 prom act: qHTS Assay for NPC1 Promoter Activators; Huh7 NPC1 promoter luciferase reporter, 24 h; Potency, µM (titrated, usually from 9.22 µM), without a hit: top-dose activation, usual class: activators; actives 2.4% (n = 320,000);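 also: potency is read from the fitted curve at half-maximal effect; % of control where 0% means no effect; nearly all actives have a fitted effect of over 60% in size; reporter is driven by a mutant NPC1 promoter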
#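 Luminescence from an NPC1 promoter-driven luciferase reporter in stably transfected Huh7 cells was measured after 24 h compound treatment at 37 °C, followed by 10 min ambient incubation with luciferase detection reagent.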
# FBPA coupling cs: qHTS Assay for Inhibitors of Fructose-1,6-bisphosphate Aldolase from Giardia Lamblia: Coupling assay counterscreen | coupling enzyme system counterscreen, AmpLite Red fluorescence | activity change, negative = inhibition, % at 58.2 µM, hits read low | actives 0.67% (n = 290,000) | AID 2472, 2010; in the data active = activity change below about -30%; also: % is scaled to controls: 0 for no effect and ±100 for the full control effect
#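 Activity here indicates interference with the coupling reaction, not aldolase inhibition. Compounds at 57.5 uM final met coupling enzymes for 10 min at RT; substrate and AmpLite Red detection followed, with a 525/598 nm fluorescence read after 20 min.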
# Rab9 promoter act: qHTS Assay for Rab9 Promoter Activators. Huh7 Rab9 promoter-luciferase reporter, luminescence, 24 h. Potency, µM (series often up to 9.22 µM), inactives show at the top dose activation, negative = inhibition, usual class: activators. actives 2.8% (n = 320,000); also: potency is read from the fitted curve at half-maximal effect; % of control where 0% means no effect; nearly all actives have a fitted effect of over 60% in size
#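 Promoter activation is measured as luciferase luminescence in Huh7 cells stably transfected with a Rab9 promoter–luciferase construct, following 24 h compound exposure at 37 °C and 10 min reagent incubation at ambient temperature.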
# uPA generation: qHTS for Inhibitors of Cell Surface uPA Generation; cell surface uPA generation assay, qHTS; Potency, µM (highest dose often 38.3 µM), for the others: top-dose activity change, negative = inhibition, usual class: inhibitors; actives 0.31% (n = 330,000); AID 540303, 2011; active = well fitted inhibition curve with a large enough effect; inconclusive = small, poorly fitted or top-dose-only effect; inactive = no such curve, though single readings can be large or run the other way; tested in mouse RAW 264.7 cells; also: potency is read from the fitted curve at half-maximal effect; % is scaled to controls: 0 for no effect and ±100 for the full control effect; nearly all actives have a fitted effect of over 55% in size
# The depositor's hits bear a star; ? = inconclusive; · = no result given; & = joins results of further samples; [ ] = another dose, or the depositor's remark. Unless noted, calls follow the shape of the dose curve; as a rule, active = well fitted curve in the direction sought with a large enough effect; inconclusive = small, poorly fitted or top-dose-only effect, or another doubt; inactive = no such curve, though single readings can be large; an effect the other way counts as inactive or inconclusive.
SMILES,VP16 counter,Tb PFK inh,ELG1 genotoxic,Giardia kill,KCNH2 3.1 inh,RORgamma inh,FLuc counter,NPC1 prom act,FBPA coupling cs,Rab9 promoter act,uPA generation
COCC(C)NS(=O)(=O)c1ccc(C(=O)NC(Cc2ccccc2)c2ccccc2)cc1 (centres undefined),-1%,1%,-3%,32[activator],-1,-4%,-3%,-4%,1,0%,3%
Cc1cccc(N2CCN(C(=O)CCC(=O)N3CC(C)Oc4ccccc43)CC2)c1C (centres undefined),-1%,8%,-17%,-22,0,?,0%,-5%,1,-2%,1%
C=CCNC(=O)c1oc2ccc(S(=O)(=O)N3CCC4(CC3)OCCO4)cc2c1C,10%,3%,0%,0,-2,2%,-2%,0%,·,-6%,7%
Cc1ccc(NC(=O)CN2CCc3ccccc3C2)cc1S(=O)(=O)N(C)C,-8%,1%,-6%,17,9,22%,3%,-2%,-4,-3%,-3%
CCOC(=O)C1=C(C)N=C2SCCC(=O)N2[C@@H]1/C=C/c1ccccc1,1%,0%,0%,3,-29,?,7%,-5%,0,4%,-7%
COC(=O)C1=COC(C)C2CN3CCc4c([nH]c5ccccc45)C3CC12 (centres undefined),3%,0%,-4%,-23,2,-14%,-4%,-2%,-2,1%,10%
COc1cc([C@@H]2CC=C(C(=O)O)[C@H](c3cccc(Cl)c3)N2S(=O)(=O)c2ccc(C)cc2)cc(OC)c1OC,·,-1%,1%,4,14,·,2%,-4%,·,-6%,9%
Cc1ccc(C(=O)Nc2nc(-c3ccco3)c(-c3ccco3)s2)o1,·,-9%,0%,-6,-12,·,?,20%,·,22%,-4%
Cc1ccc2c(c1)N(CCCC(=O)NCc1ccc3c(c1)OCO3)C(=O)CO2,-4%,1%,0%,12,16,15%,-1%,-1%,8,1%,11%
CN1CCN(C(=O)C2=C[C@H](c3ccc(Br)cc3)C[C@H](OCCCCO)O2)CC1,4%,2%,6%,9,·,-1%,3%,-4%,2,1%,-13%
COc1ccc(C(C)=O)cc1COC(=O)c1cccc(N(C)C)c1,-1%,2%,-7%,-6,-1,29%,-1%,1%,0,-5%,2%
Cc1cc(NC(=O)CCC2COc3ccccc3O2)no1 (centres undefined),?,15%,0%,-19,-6,39%,-9%,1%,0,-1%,5%
COc1cc([N+](=O)[O-])cc2sc(NC(=O)C(C)(C)C)nc12,-13%[10 µM],0%,-1%,-24,-13,4%,3%,1%,-3,13%,5%
COc1ccc(C2CC(=O)C3=C(C2)NC(C)=C(C#N)C3c2ccc(N(C)C)cc2)cc1 (centres undefined),1%,4%,2%,-16,14,?,-1%,2%,-19,-4%,11%
CCCCC(C(=O)NC(C)(C)C)N(Cc1ccccc1)C(=O)c1snc(C(N)=O)c1N (centres undefined),12%,0%,-5%,-23,11,?,-3%,-2%,-6,2%,-8%
CC(C)OCCCNc1ncnc2c1[nH]c1ccc(F)cc12,2.8µM*,2%,-12%,0,1,?,15µM*,-21%,1,-24%,-17%
CCOc1ccc(CNc2ccc3c(c2)ncn3C(C)(C)C)cc1,-4%,-20%,2%,8,-110*,?,?,16%,-2,27%,-14%
Cc1ccc2nc(-c3ccc(NC(=O)c4ccco4)cc3)[nH]c2c1,?,?,2.1µM*,-7,-4,?,3µM*,1.6µM*,-8,3.5µM*,·
Cc1ccc(CCNC(=O)C2CCN(S(=O)(=O)N3CCOCC3)CC2)cc1,-3%,1%,1%,-3,-1,-12%,1%,7%,·,0%,12%
CC1CCCCC1NC(=O)/C(C#N)=C/c1ccc(OCC(N)=O)cc1 (centres undefined),-19%,2%,2%,1,1,?,-1%,1%,2,-1%,-4%
N#CC1(NC(=O)COc2ccc3oc4ccccc4c3c2)CCCCC1,-8%,-2%,2%,-9,-5,4%,-2%,-1%,0,2%,1%
COc1ccc(NC(=S)N2CCCCC2c2cccnc2)cc1 (centres undefined),8%,1%,0%,-7,-3,-14%,17µM*,1%,-2,-3%,0%
N#CCCN1CCN(Cc2cc(-c3ccccc3)ccc2O)CC1,4%,0%,-1%,3,-29,16%,4%,-4%,0,-1%,-3%
O=C(CCNS(=O)(=O)c1ccccc1C(F)(F)F)NCCCc1ccccc1,·,-1%,1%,-9,6,·,-1%,0%,·,-2%,-6%
O=C(CSC(=S)N1CCOCC1)Nc1ccc(S(=O)(=O)Nc2ncccn2)cc1,-13%,-11%,2%,-4,24,11%,-1%,-2%,3,7%,4%

# The list continues:
SMILES,VP16 counter,Tb PFK inh,ELG1 genotoxic,Giardia kill,KCNH2 3.1 inh,RORgamma inh,FLuc counter,NPC1 prom act,FBPA coupling cs,Rab9 promoter act,uPA generation
COC(=O)c1ccc2c(C)c(C(C)(C)O)[nH]c2c1,0%,4%,7%,-11,1,36%,?,20%,0,13%,6%
CC1CN(Cc2nc3c(c(=O)n(C)c(=O)n3C)n2CCN2CCOCC2)CC(C)O1 (centres undefined),-3%,0%,-1%,-2,-2,-9%,-2%,-4%,1,0%,-1%
N/C(=N\S(=O)(=O)c1ccc(Cl)s1)c1ccccc1,0%,-7%,-4%,-18,-10,16%,1%,1%,-1,-1%,6%
CSc1ccccc1NC(=O)Cn1nnc(-c2ccc(S(C)(=O)=O)cc2)n1,4%,-1%,12%,4,-2,-5%,-1%,-5%,-1,-9%,6%
CCC(Sc1nc(=O)cc(N)n1CCc1ccccc1)C(=O)Nc1ccccc1C#N (centres undefined),-1%,1%,1%,7,2,20%,4%,-4%,1,0%,-1%
COc1ccc(C(=O)O)cc1S(=O)(=O)Nc1cc(Cl)ccc1N1CCOCC1,·,2%,1%,-16,-5,·,-5%,-1%,·,0%,1%
Cc1ccsc1C(=O)Nc1n[nH]c(C(F)(F)F)n1,9%,1%,0%,-2,-1,1%,2%,-5%,-2,0%,-2%
Cc1cc(C)c(C)c(S(=O)(=O)NC(C(=O)O)C(C)C)c1C (centres undefined),-10%,-2%,-1%,-4,18,-1%,?,-6%,12,1%,13%
O=c1c2c3c(sc2ncn1/N=C/c1ccc(Br)o1)CCCC3,-7%,1%,-3%,-2,1,0%,-20%,0%,8,3%,0%
CCN1C(=O)[C@H]2[C@@H](c3ccc(-c4ccccc4)cc3)N3CCC[C@@]3(C(=O)OC)[C@H]2C1=O,·,0%,-3%,-15,-7,·,?,-1%,·,10%,-4%
CCN(CC)S(=O)(=O)c1ccc(S(=O)(=O)Nc2cc3c(cc2C(C)=O)OCO3)cc1,-9%,0%,-1%,6,-9,-10%,-13%,2%,1,-13%,5%
Cc1cc(/C=C2/C(=O)NN(c3ccccc3)C2=O)c(C)n1-c1ccc(O)cc1,4µM*,0%,?,?,-38,14µM*,0.15µM*,?,2,2.5µM*,-7%
NC(=O)CSc1nnc(-c2ccccn2)n1Cc1ccco1,-5%,-2%,-3%,11,19,1%,-2%,-2%,1,1%,18%
CC(=O)Nc1c(C(=O)N2CCN(c3ccccn3)CC2)cnn1-c1ccc(C)cc1,-19%,-5%,-1%,-6,-5,?,-1%,-4%,5,2%,0%
CCOC(=O)C(NC(=O)c1ccccc1Cl)(Nc1sc2c(c1C(N)=O)CCC2)C(F)(F)F (centres undefined),?,0%,0%,-13,-7,?,2%,1%,1,-4%,-19%
O=C(Cn1cncn1)c1ccccc1Br,-15%,7%,0%,-26,4,13%,1%,1%,0,-3%[1.84 µM],-6%
COCCNC(=O)/C(C#N)=C/c1c(N2CCN(c3ccccc3)CC2)nc2ccccn2c1=O,-4%,4%,-4%,8,-9,20%,1%,-5%,1,-2%[1.84 µM],7%
CC1COc2ccccc2N1S(=O)(=O)c1cc(Cl)ccc1Cl (centres undefined),-3%,-1%,-4%,-18,-4,1%,1%,2%,-1,-2%,0%
COc1cc(O)c(C(CCN2CCN(c3ccccc3)CC2)c2ccc(N(C)C)cc2)c(OC)c1 (centres undefined),-18%&3%,0%,-6%,15&2,·,-29%&-10%,0%,0%,0&0,-6%,19%

# Marked active in RORgamma inh (from the list above):
Molecule	RORgamma inh	NPC1 prom act	Rab9 promoter act	uPA generation
Cc1cc(/C=C2/C(=O)NN(c3ccccc3)C2=O)c(C)n1-c1ccc(O)cc1	14µM*	?	2.5µM*	-7%

# Source: PubChem
